From PubChem
A350 fluor – qHTS Assay for Spectroscopic Profiling in A350 Spectral Region; Compound autofluorescence, 340/450 nm, Alexa 350 dye-equivalents; hits give high values; 59,000 tested, 11% active; AID 590, 2007; max dye-equivalent concentration, M; in the data active = max dye-equivalent concentration above about 10 nM; inconclusive = mostly about 1.1 nM to 9.6 nM
HBB splicing – qHTS Assay for Modulators of Hemoglobin Beta Chain Splicing | Potency, µM (doses to about 46.1 µM), without a hit: at the top dose activation, most hits filed as activators | HBB splicing reporter cell assay, activation; EGFP reporter with mutant IVS2-654 intron; response scale: normalised to 500 nM splice-correcting PNA | 65,000 tested, 0.06% active; also: potency is read from the fitted curve at half-maximal effect; 0% is about no effect
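Compounds were applied for 2 days to HeLa EGFP-654 cells, 500/well in Optimem with 2% FCS. The reporter's EGFP is disrupted by mis-splicing of beta-globin intron IVS2-654. Readout: summed well GFP fluorescence from 488 nm laser scanning; reference was 500 nM antisense […] 654 PNA.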
15-hLO inh – qHTS Assay for Inhibitors of 15-hLO (15-human lipoxygenase). Polyunsaturated fatty acid lipoxygenase ALOX15 (Homo sapiens), P16050. purified 15hLO-1, xylenol orange hydroperoxide absorbance. Potency, µM (series often up to 57.1 µM), without a hit: top-dose activity change, negative = inhibition, hits mostly inhibitors. 74,000 tested, 1.4% active. AID 887, 2007; also: potency is read from the fitted curve at half-maximal effect; % is scaled to controls: 0 for no effect and ±100 for the full control effect; nearly all actives have a fitted effect of over 55% in size
Target sequence (P16050 whole entry, looked up): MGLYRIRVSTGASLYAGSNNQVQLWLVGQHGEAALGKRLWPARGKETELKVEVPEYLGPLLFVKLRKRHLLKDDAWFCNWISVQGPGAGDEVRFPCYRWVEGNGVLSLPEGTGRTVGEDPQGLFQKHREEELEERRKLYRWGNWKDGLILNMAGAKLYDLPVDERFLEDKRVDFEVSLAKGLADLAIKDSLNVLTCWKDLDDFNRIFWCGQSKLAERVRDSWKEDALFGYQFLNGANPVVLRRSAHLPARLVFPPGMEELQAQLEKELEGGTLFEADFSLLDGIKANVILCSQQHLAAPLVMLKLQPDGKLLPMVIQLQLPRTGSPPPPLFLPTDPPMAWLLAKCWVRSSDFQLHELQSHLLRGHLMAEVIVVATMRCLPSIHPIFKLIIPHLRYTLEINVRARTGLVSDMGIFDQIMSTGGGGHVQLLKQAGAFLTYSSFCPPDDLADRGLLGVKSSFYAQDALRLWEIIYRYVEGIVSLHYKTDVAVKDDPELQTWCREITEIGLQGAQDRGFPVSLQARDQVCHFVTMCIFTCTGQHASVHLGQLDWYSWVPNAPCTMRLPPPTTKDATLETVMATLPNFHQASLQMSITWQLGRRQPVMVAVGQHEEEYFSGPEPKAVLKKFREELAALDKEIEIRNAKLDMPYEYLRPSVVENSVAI
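Quantitative HTS in 25 mM Hepes pH 7.5 containing 0.01% Triton X-100: human 15hLO-1 at 40 nM, arachidonic acid at 50 uM, 6 min turnover. Product quantified via ferrous oxidation/xylenol orange, 573:405 nm absorbance ratio.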
CRE-bla Fsk – Cell signaling CRE-BLA (Fsk stim); Potency, µM (titrated, usually from 38.2 µM), without a hit: at the highest dose activity change, negative = inhibition, actives largely listed as activators; AID 662, 2007; CHO CRE-bla reporter (cAMP response element driving beta-lactamase), forskolin EC10, beta-lactamase ratio; 71,000 tested, 2.5% active; active = well fitted activation curve with a large enough effect in the signal ratio, with a control signal flat, not every such curve was filed as active; inconclusive = small, poorly fitted or top-dose-only effect, or effect the other way, or a change in a side signal; the % refers to the signal ratio; also: potency is read from the fitted curve at half-maximal effect; % of control where 0% means no effect
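Modulation of forskolin signalling: compounds in titration series added with EC10 NKH 477 to CHO cells carrying a CRE-driven beta-lactamase reporter, 3 h, 37C. CCF4 FRET ratio (460/530 nm, ex 405 nm) gives %activity and AC50.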
BRCT inh green – qHTS Assay for Inhibitors of BRCT-Phosphoprotein Interaction (Green Fluorophore). Breast cancer type 1 susceptibility protein (Homo sapiens), P38398. Potency, µM (doses to about 76.9 µM), for inactives: at the top dose activity change, negative = inhibition, most hits filed as inhibitors. BRCA1 BRCT-phosphopeptide binding, green fluorescence polarization. 75,000 tested, 0.05% active. AID 875, 2007;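 also: potency is read from the fitted curve at half-maximal effect; plate controls were peptide without protein for full effect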
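Fluorescence polarization: His-tagged BRCT (~35 kDa BRCA1 C-terminus, 250 nM) bound to 100 nM fluorescein-labeled phosphorylated 10-aa BACH1 peptide, pH 7.3 phosphate buffer with DTT and Tween 20. Compounds incubated 12 min at room temperature; inhibition read as lowered polarization.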
Ub-GFP proteasome – Ubiquitin-GFP Assay. Ubiquitin-GFP reporter cells, proteasome inhibition, GFP fluorescence; response scale: untreated = 0%, 10 µM MG-132 = 100%. Potency, µM (doses to about 45.9 µM), for inactives: top-dose activation (GFP accumulation), most hits filed as activators. 67,000 tested, under 10 active; active = well fitted activation curve with a large enough effect, not every such curve was filed as active; inconclusive = small, poorly fitted or top-dose-only effect, or another doubt; inactive = no such curve, though single readings can be large or run the other way; also: potency is read from the fitted curve at half-maximal effect
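Proteasome blockade was scored as a rise in GFP-expressing U2OS cells carrying a ubiquitin(G76V)-GFP construct, imaged after 4 hr compound treatment at 37 °C across a 46 uM–2.9 nM series.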
4-MU autofl – qHTS Assay for Spectroscopic Profiling in 4-MU Spectral Region. compound autofluorescence, 340/450 nm, 4-MU equivalents; hits give high values. max dye-equivalent concentration, M. 59,000 tested, 11% active; in the data active = max dye-equivalent concentration above about 10 nM; inconclusive = mostly about 1.1 nM to 9.6 nM
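Intrinsic fluorescence at 340/450 nm (ex/em) was read after 15 min at room temperature in pH 8.0, 100 mM Tris. Each compound concentration expressed as 4-MU-equivalent concentration from a six-point 4-MU standard series on each plate.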
Hsp90 Hop PPI – qHTS Assay for Disrupters of an Hsp90 Co-Chaperone Interaction | Hsp90 C-terminal peptide / TPR2A (Hop) interaction, human | Potency, µM (series often up to 57 µM), for the others: top-dose activity change, negative = inhibition | AID 595, 2007 | 71,000 tested, 0.44% active | AlphaScreen TPR2A-His6 binding biotin-Hsp90 C-terminal peptide; active = well fitted curve in either direction with a large enough effect; inconclusive = small, poorly fitted or top-dose-only effect, or another doubt; also: potency is read from the fitted curve at half-maximal effect; % is scaled to controls: 0 for no effect and ±100 for the full control effect; many of its hits are not listed in these tables
Epigenetic mod – qHTS Assay for Epigenetic Modulators; mouse C127i GFP locus derepression, cytometry, 30 h; Potency, µM (doses to about 46.1 µM), inactives show at the highest dose GFP derepression (activation); 68,000 tested, 0.09% active; also: % of control where 0% means no effect
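Murine C127i mammary cells carrying a silenced, stably integrated CMV-driven GFP reporter were treated with compound for 30 hours at 37 C. After PBS washes, GFP-positive cells were counted by laser-scanning microplate cytometry.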
BRCT inh red – qHTS Assay for Inhibitors of BRCT-Phosphoprotein Interaction (Red Fluorophore) | Breast cancer type 1 susceptibility protein (Homo sapiens), P38398 | BRCT-phosphopeptide binding, red fluorescence polarization | Potency, µM (top dose mostly 76.9 µM), for the others: at the highest dose activity change, negative = inhibition, usual class: inhibitors | 75,000 tested, 0.03% active | AID 892, 2007; also: % is scaled to controls: 0 for no effect and ±100 for the full control effect
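Fluorescence polarization: 100 nM His-tagged BRCA1 BRCT with 100 nM TAMRA-labelled phospho-BACH1 decapeptide, phosphate buffer pH 7.3 with 150 mM NaCl, DTT, 0.01% Tween 20; 12 min RT. Binding inhibition seen as FP decrease.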
DNA Pol III inh – qHTS Assay for Inhibitors of DNA Polymerase III Holoenzyme System | 71,000 tested, 0.25% active | reconstituted DNA polymerase III holoenzyme replication, biochemical | AID 603, 2007 | Potency, µM (top dose mostly 57.1 µM), inactives show at the top dose activity change, negative = inhibition; also: potency is read from the fitted curve at half-maximal effect; % is scaled to controls: 0 for no effect and ±100 for the full control effect
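Reconstituted *E. coli* holoenzyme (0.35 nM Pol III, 1 nM beta, 154 nM SSB, 2 nM primase) was preincubated with compound for 15 min at RT. Synthesis on 1.4 nM ssM13Gori ran 35 min, then was stopped with PicoGreen/EDTA and read as dsDNA fluorescence.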
Numbers without * were called inactive; i = inactive; ? = inconclusive; · = not tested or not shown; [ ] = another dose, or the depositor's remark. Unless noted, calls follow the shape of the dose curve; as a rule, active = well fitted curve in the direction sought with a large enough effect; inconclusive = small, poorly fitted or top-dose-only effect, or another doubt; inactive = no such curve, though single readings can be large; an effect the other way counts as inactive or inconclusive.

SMILES	A350 fluor	HBB splicing	15-hLO inh	CRE-bla Fsk	BRCT inh green	Ub-GFP proteasome	4-MU autofl	Hsp90 Hop PPI	Epigenetic mod	BRCT inh red	DNA Pol III inh
O=C1OC(NC(=O)c2ccccc2)C(n2cc(CO)nn2)=C1Cl (configuration not stated)	i	·	-8.2%	-15.5%	4.6%	-1.3%	i	3.7%	?	-1.9%	-6.3%
CCOC(=O)N1CCN(C(=O)c2cccc(NC3=NC4CS(=O)(=O)CC4S3)c2)CC1 (configuration not stated)	i	3.1%	23.7%	-3.2%	-5.3%	7.4%	i	-4.4%	16.8%	-0.5%	2.8%
CC1CCc2c(sc3c2C2=NS(=O)(=O)CCN2C=N3)C1 (configuration not stated)	2.91e-08M*	3.3%	-0.7%	2.9%	-1.6%	-9.7%	2.59e-08M*	-0.6%	1.3%	-0.1%	-4.2%
COC(=O)c1c(-c2ccncc2)csc1NC(=O)c1ccoc1C	i	-1.2%	-13.2%	?	0.1%	4.6%	i	-7.6%	-3.2%	-2.8%	-11.6%
N=c1c(C(=O)NCc2ccc(F)cc2)cc2c(=O)n3ccccc3nc2n1CC1CCCO1 (configuration not stated)	1.51e-05M*	0.0%[57.5 µM]	-13.6%	2µM*	1.0%	-0.9%	1.07e-05M*	-1.8%	4.7%	0.7%	-3.2%
CCSc1nc(-c2ccc(OC)cc2)n(-c2nc3ccccc3s2)n1	i	4.0%[0.369 µM]	-19.0%	0.5%	-3.9%	-5.2%	i	14.9%	0.0%	-0.7%	-8.0%
CCCCNC(=O)CC1Nc2ccccc2NC1=O (configuration not stated)	·	-0.3%	-12.1%	3.0%	-1.3%	7.2%	·	3.0%	·	0.1%	-2.8%
Cn1c(=O)oc2cc(S(=O)(=O)Nc3ccc4c(c3)OCO4)ccc21	i	-0.4%[57.5 µM]	6.7%	-17.2%	-1.1%	-3.5%	i	-25.5%	-2.2%	-1.4%	-3.9%
OCc1nc2ccccc2n1C/C=C/c1ccccc1	i	·	7.7%	0.3%	1.7%	1.3%	i	-2.1%	1.3%	1.6%	-3.7%
COc1ccccc1NS(=O)(=O)c1cccc2cccnc12	·	0.1%	-0.2%	0.8%	-5.0%	-2.4%	·	2.1%	·	-0.7%	-5.0%
CCOC(=O)c1c(N)sc(C(O)(C(F)(F)F)C(F)(F)F)c1-c1ccc(OC)cc1OC	i	0.5%[0.369 µM]	-23.8%	?	-0.9%	·	i	-7.3%	-2.1%	0.0%	0.0%
CCN(CC)CCNC(=O)c1ccccc1C(=O)c1ncc[nH]1	·	-3.1%	9.1%	-0.3%	0.8%	-3.0%	·	-1.4%	0.0%	0.7%	4.2%
Cc1c(/C(O)=C2/C(=O)C(=O)N(CCN3CCOCC3)C2c2ccco2)cnn1-c1ccccc1 (configuration not stated)	i	1.8%[57.5 µM]	-14.9%	?	2.5%	1.6%	i	-1.8%	-2.6%	-1.9%	-6.3%
Cc1cc(C)n(CCc2nc(-c3cccs3)cs2)n1	i	-0.2%[57.5 µM]	-8.6%	24.2%	-0.5%	5.7%	i	2.8%	5.9%	1.2%	1.5%
COc1ccc(CNC(=O)c2cc(-c3ccc(OC)c(OC)c3)on2)cc1	i	0.0%	-1.2%	-1.4%	-0.9%	-1.8%	i	4.5%	0.0%	1.0%	-3.0%
Cc1ccc(CNC(=O)COC(=O)c2c(C)noc2C)cc1	i	-1.9%	1.3%	-25.0%	0.2%	-2.1%	i	-2.4%	-6.4%	-0.9%	-4.5%
CCOc1ccc(NC(=O)N2CCC(NC(=O)c3ccco3)CC2)cc1	i	·	-0.6%	-3.2%	0.4%	-1.1%	i	-2.3%	0.0%	0.3%	2.3%
O=C(Nc1cccc(OCC(=O)N2CCOCC2)c1)C1CCCCC1	i	2.0%	9.8%	-8.8%	-2.9%	13.3%	i	-1.8%	-2.7%	-0.2%	-2.1%
Cc1cc(N2CCC(C)CC2)nc2ccc(N3C(=O)CCC3=O)cc12	7.06e-07M*	-0.6%	-5.2%	?	-2.0%	-4.9%	6.89e-07M*	4.1%	0.0%	-2.4%	-2.3%
O=C(O)CCC(=O)Nc1ccc(N2CCOCC2)cc1	i	-1.1%	-3.4%	?	-1.3%	18.2%	i	-0.2%	-1.2%	0.8%	1.3%
COc1ccc(Nc2nc(N3CCCC3)nc3ccccc23)c(OC)c1	?	-0.7%	2.1%	?	1.4%	1.1%	?	1.6%	4.3%	-1.5%	-17.7%
CC(=O)Nc1ccc(S(=O)(=O)NC(=O)C23CC4CC(CC(C4)C2)C3)cc1	·	2.8%	-0.2%	-1.4%	0.1%	0.0%	·	-1.0%	0.0%	-1.7%	-1.5%
COc1ncc2nc(CCc3ccccc3)c(=O)n(Cc3ccc(F)cc3)c2n1	i	-1.0%	5.5%	?	2.2%	-0.6%	i	?	-7.3%[9.22 µM]	-0.3%	8.3%
Cc1ccc(NC(=O)c2ccccc2O)cc1	1.17e-08M*	-1.7%	-27.4%	?	-1.9%	-3.4%	?	3.5%	-1.1%	0.2%	-7.3%
COC(=O)c1ccc(NC(=O)c2ccco2)cc1	·	-5.4%	0.1%	3.6%	-1.9%	-0.3%	·	-2.7%	-2.1%	-2.0%	1.3%
COc1ccccc1-c1nc(Nc2ccncc2)c2ccccc2n1	i	-0.5%	?	?	-7.1%	6.7%	i	-7.1%	-2.9%[9.22 µM]	-2.1%	-10.4%
CC1(C)CC(=O)C2=C(C1)Nc1nc(SCCN3CCOCC3)[nH]c(=O)c1C2c1cccs1 (configuration not stated)	2.7e-08M*	1.5%	2.0%	-10.4%	5.2%	10.4%	2.77e-08M*	1.5%	0.2%	-1.4%	-0.2%
CCC1Oc2ccccc2N(CC(=O)NCCC2=CCCCC2)C1=O (configuration not stated)	i	2.8%	-8.3%	-2.0%	0.1%	19.3%	i	-2.9%	6.0%	-0.5%	0.1%
Cc1oc(-c2ccccc2F)nc1CSCC(=O)NCc1ccc2c(c1)OCO2	i	-1.5%	-7.9%	20.7%	-1.8%	4.9%	i	0.2%	0.1%	-0.8%	-2.3%
O=C(Nc1nnc(-c2ccccc2)o1)c1ccc(Cl)cc1	i	-0.8%	38.5%[activator]	-6.0%	-3.3%	-6.3%	i	-2.3%	1.2%	0.0%	-0.8%
N#Cc1ccc(CSc2nnc(Cc3cccs3)n2Cc2ccco2)cc1	?	0.3%	-11.1%	-29.2%	0.3%	8.9%	?	-4.7%	5.4%	-1.0%	0.1%
O=C(Nc1cccc(C(=O)N2CCCCCC2)c1)c1ccco1	?	-1.5%	7.6%	-0.6%	0.6%	4.2%	?	-1.1%	0.0%	0.7%	-1.3%
CN1CCN(c2nc3c(c(=O)n(C)c(=O)n3C)n2CC(N)=O)CC1	i	-0.4%[57.5 µM]	0.4%	3.8%	-1.4%	0.3%	i	-3.1%	1.0%	0.3%	-8.7%
Fc1cccc(Nc2cc(-n3cccn3)ncn2)c1	i	-1.7%	-14.8%	-3.7%	-0.1%	-2.7%	i	-6.3%	0.0%	-1.3%	-2.6%
CCOc1ccc(CN2C(=O)c3ccccc3C2C(=O)NCc2cccnc2)cc1 (configuration not stated)	i	0.2%	20.2%	-8.3%	-2.4%	15.3%	i	-2.2%	3.6%	0.3%	-0.5%
C[C@@H]1O[C@@H](OC[C@@H]2O[C@@H](Oc3c(-c4ccc(O)c(O)c4)oc4cc(O)cc(O)c4c3=O)[C@H](O)[C@H](O)[C@@H]2O)[C@H](O)[C@H](O)[C@@H]1O	i	·	·	?	·	2.9%	i	1.1%	-4.6%[9.22 µM]	·	-6.2%
O=C(Cn1ncc2c(=O)oc3ccccc3c21)NC1CC1	i	-0.5%	1.1%	6.4%	-2.0%	-8.4%	i	-5.0%	0.0%	-2.4%	4.6%
CCCN1C(=O)c2ccc(C(=O)NC3=NCCS3)cc2C1=O	?	0.4%	-4.5%	?	-1.5%	-1.3%	?	-8.0%	-4.8%	-2.1%	-4.1%
O=C(O)C1CC=CCC1C(=O)Nc1ccc(F)c(F)c1 (configuration not stated)	i	1.1%	7.4%	?	-0.2%	2.1%	i	-0.9%	-0.4%	-0.5%	1.2%
